Compound activity deposited in PubChem BioAssay by PCMD.
FXIa inh: blocks human coagulation factor XIa activity; P03951; purified human FXIa, fluorogenic AMC substrate cleavage; inhibition, % at 10 µM; 33,000 compounds, 0.3% hits;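 active = inhibition above 40% in the primary screen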;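 also: 0% = enzyme without compound and 100% = blank wells lacking enzyme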
Target sequence (P03951 19-387 limits assumed): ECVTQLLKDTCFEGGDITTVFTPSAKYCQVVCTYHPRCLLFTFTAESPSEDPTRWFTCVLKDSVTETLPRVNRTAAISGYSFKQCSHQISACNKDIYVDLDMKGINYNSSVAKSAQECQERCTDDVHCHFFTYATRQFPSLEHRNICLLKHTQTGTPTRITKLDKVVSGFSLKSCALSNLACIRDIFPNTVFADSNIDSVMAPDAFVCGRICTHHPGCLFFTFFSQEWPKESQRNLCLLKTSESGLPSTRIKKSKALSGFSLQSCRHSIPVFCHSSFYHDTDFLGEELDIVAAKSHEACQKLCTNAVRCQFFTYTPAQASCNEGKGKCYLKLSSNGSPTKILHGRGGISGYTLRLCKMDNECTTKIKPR
Target sequence (P03951 388-625 limits assumed): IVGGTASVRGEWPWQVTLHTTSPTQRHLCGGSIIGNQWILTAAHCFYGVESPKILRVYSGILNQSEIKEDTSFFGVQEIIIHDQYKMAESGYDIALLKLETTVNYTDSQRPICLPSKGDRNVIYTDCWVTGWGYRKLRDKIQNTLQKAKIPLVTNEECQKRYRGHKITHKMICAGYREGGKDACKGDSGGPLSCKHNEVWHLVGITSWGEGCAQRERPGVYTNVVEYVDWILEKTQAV
FXIIa single: inhibitors of human coagulation factor XIIa; inhibition, % at 10 µM; AID 701; purified human FXIIa, AMC substrate fluorescence, 2 h; 33,000 compounds, 0.2% hits; in the data active = inhibition above about 30%;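 also: 0% = enzyme with vehicle only and 100% = no enzyme blank; many of its hits are not listed in these tables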
* marks the source's active call; other numbers are inactive results.

The line under a structure holds: FXIa inh	FXIIa single
COc1cccc(C2c3c(-c4cc(Cl)c(C)cc4O)n[nH]c3C(=O)N2Cc2cccnc2)c1 (stereo not given)
→ 6.0	7.9
O=C1CC(N(O)C2CC(=O)N(Cc3ccccc3)C2=O)C(=O)N1Cc1ccccc1 (stereo not given)
→ -2.8	7.3
CCCCC(NC(C)=O)c1nc2ccccc2n1CCCC (stereo not given)
→ -8.2	4.8
CC(=O)COc1ccc2c3c(c(=O)oc2c1C)CCCCC3
→ -2.7	3.4
OCCN(CCO)Cc1ccc(Br)cc1
→ 9.5	6.7
Nc1nc2ccc(-c3nc4ccccc4o3)cc2s1
→ -3.3	-14.4
CCOc1cc(NS(=O)(=O)CC)c(OCC)cc1NC(=O)c1ccco1
→ -9.5	5.6
O=C(NC1(C(F)(F)F)C(=O)Nc2c1c(=O)[nH]c(=O)n2-c1ccc(F)cc1)c1cccnc1 (stereo not given)
→ -5.5	2.2
O=C(Nc1ccc(Cl)cc1C(=O)Nc1ccncc1)c1ccco1
→ 2.4	8.1
CCOC(=O)CCCn1nc(C)n2c(cc3sccc32)c1=O
→ -2.0	1.2
CC1CC(C)CN(Cc2nc(N)nc(Nc3ccc4ccccc4c3)n2)C1 (stereo not given)
→ 5.6	6.6
COC(=O)c1[nH]c2c(c1C)C(=O)CC(c1ccc(C)cc1)C2 (stereo not given)
→ 0.9	2.5
O=C1CCCc2c1cc(C(=O)Nc1ccc(Br)cn1)c(=O)n2-c1ccccc1
→ -0.5	1.5
CC1(C)CC(=O)c2cn3ncnc3nc2C1
→ 5.7	10.0
CCOc1ccc(C2NC(=O)C(C#N)=C(S)N2c2ccc(OC)cc2)cc1OC (stereo not given)
→ -13.2	5.5
O=C(c1ccccc1C(=O)N1CCN(c2ccccc2)CC1)N1CCN(c2ccccc2)CC1
→ -4.3	10.4
CCOC(=O)Cc1csc(NC(=O)CSc2nnc(-c3ccc(NS(=O)(=O)CC)cc3)o2)n1
→ -2.4	-14.7
CC(=O)CN1Cc2ccccc2/C1=N\C(=O)Nc1ccccc1
→ -0.8	7.1
COc1ccc2[nH]c(C)c(CN3CCC(C)CC3)c(=O)c2c1
→ 3.8	5.3
CCOC(=O)COc1cccc2c(=O)n(CC(=O)N3CCCc4ccccc43)ccc12
→ -4.3	3.3
COc1ccc(CCNC(=O)c2cc(-c3cc(C)ccc3O)n[nH]2)cc1OC
→ 0.1	4.1
O=C1c2ccccc2C(Nc2ccc(S(=O)(=O)N3CCOCC3)cc2)N1Cc1ccco1 (stereo not given)
→ 4.0	1.0
c1cnc(SCCOc2ccc3c(c2)CCC3)nc1
→ 28.2	-11.7
O=[N+]([O-])c1ccccc1CNC(Cc1ccccc1)c1ccccc1 (stereo not given)
→ -9.4	6.4
CN1C(=O)c2cccc3c(Cl)ccc(c23)C1=O
→ -3.6	7.5
O=C(c1ccccc1F)N1CCN(c2ncccn2)CC1
→ -5.7	-10.6
Cc1cc(Oc2ccccc2)nc(N)n1
→ 7.5	4.1
CCCCCn1c(=O)[nH]c2cc(C(=O)N3CCN(CC)CC3)ccc2c1=O
→ -11.1	-2.0
COc1ccc(C(=O)/C=C/Nc2cc(C)on2)cc1
→ -8.0	-8.6
CC(C)NC(=O)NC(=O)COC(=O)C1CCCN1C(=O)c1cccs1 (stereo not given)
→ -2.4	-4.0
O=C(CCN1CCN(c2ccc(Cl)cc2)CC1)Nc1nccs1
→ -4.3	9.2
Cc1cccc(C)c1N(CC(=O)N1CCN(C)CC1)S(C)(=O)=O
→ 1.4	-11.6
COc1cc(-c2nnc(-c3ccccc3)o2)cc(OC)c1OC
→ -5.4	3.1
O=C(CCn1c(=O)sc2ccccc21)Nc1nc2ccccc2s1
→ -13.8	-11.0
Cc1cc(C)c(OCCN2C(=O)NC(C)(C)C2=O)c(Cl)c1
→ 1.2	-5.4
CC(=O)CC(=O)NC1C2CC3CC(C2)CC1C3 (stereo not given)
→ -2.4	0.4
COC(=O)c1c(NC(=O)Nc2ccc(Cl)cc2)sc(C)c1C
→ 9.3	6.0
O=C(Nc1cccc(OC(=O)c2cccnc2)c1)c1cccnc1
→ -5.8	-8.0
Cn1c(=O)cc(SCC(=O)NCc2ccco2)c2ccccc21
→ -1.3	5.8
CC1CCN(C(=O)c2ccc(C(=O)N3CCC(C)CC3)cc2)CC1
→ -12.1	15.0
CCN(CC)C(=O)CSc1nnc(CNc2ccc(F)cc2)n1Cc1ccco1
→ -7.0	-9.6
O=C(O)c1cccc2c1C(=O)N(Cc1ccncc1)C2
→ -4.3	6.8
COc1ccccc1OCC(=O)Nc1nc(-c2ccc(S(=O)(=O)N3CCOCC3)cc2)cs1
→ 0.7	-8.8
COc1ccccc1N1CCN(C(=O)CSc2nc3ncnc(N)c3[nH]2)CC1
→ 3.8	4.3
Clc1ccc(CN2CCN(c3ncnc4scc(-c5cccs5)c34)CC2)cc1
→ 1.5	-6.3
CCOc1cc2nc(-c3ccc(OC)c(OC)c3)nc(NCCCN3CCOCC3)c2cc1OC
→ -8.2	12.3
COC(=O)c1ccc(CNC(=O)CSc2nnc(COc3ccccc3)n2C)o1
→ -2.5	2.4
COCCN1CN(S(=O)(=O)c2ccc(Cl)cc2)c2nc3ccccc3nc21
→ 32.2	-15.8
COc1ccc(OC)c(NC(=O)C2CCN(c3cc(-c4ccccc4)nc4ncnn34)CC2)c1
→ 7.2	5.8
COc1ccccc1N1CCN(C(=O)CCNS(=O)(=O)c2ccc3c(c2)CCC(=O)N3)CC1
→ -2.2	-3.5
CN(C)CCN1CCc2ccccc21
→ 0.8	4.7
COC(=O)c1[nH]c2ccc(Br)cc2c1NC(=O)Oc1ccccc1
→ -6.0	4.0
Cc1cc(C(F)(F)F)nn1C(=O)c1cccnc1Cl
→ -4.9	-2.2
O=C1CC(N(O)c2ccccc2)C(=O)N1c1cc(Cl)cc(Cl)c1 (stereo not given)
→ 4.1	2.7
CCOC(=O)C1=C(O)/C(=C\c2ccc(OC)c(OC)c2)N=C1C
→ 1.3	3.5
O=C(CN1CCCCC1)Nc1nnc(-c2ccc([N+](=O)[O-])cc2)s1
→ 0.7	4.9
CCn1c(SCC(=O)C(C)(C)C)nnc1-c1cccnc1
→ 3.2	-13.4
CCOC(=O)CN(C(=O)CNC(=O)c1ccco1)C(C(=O)NC1CCCCC1)c1cccs1 (stereo not given)
→ 2.8	11.2
O=C(Nc1ccc(Cl)cc1)C1=Cc2ccccc2OC1
→ -6.4	2.0
CN(C)CCNC(=O)c1ccc(COc2ccc(Cl)cc2Cl)cc1
→ 37.1	-11.1

(listing goes on)
The line under a structure holds: FXIa inh	FXIIa single
COc1c(F)c(F)c(C(=O)O)c(Nc2ccc(C)cc2)c1F
→ -10.1	9.4
COc1ccc(C)c(Cn2c(-c3nonc3N)nc3ccccc32)c1
→ 0.7	5.0
CCCOc1ccc(-c2nc(C#N)c(N3CCC(C(N)=O)CC3)o2)cc1
→ -9.9	2.9
COc1ccccc1-c1cc2nc(C)c(CCC(=O)NC(C)CCc3ccco3)c(C)n2n1 (stereo not given)
→ 2.6	2.6
Clc1ccc(C2=CC(c3ccco3)n3ncnc3N2)cc1 (stereo not given)
→ -0.3	2.7
Cc1c(CNCc2cccs2)c(C(=O)O)c(C)n1Cc1ccccc1
→ -1.4	3.5
CCC1(CC)C(=O)NN(c2ccccc2)C1=O
→ 8.2	3.6
O=C(N/N=C/C(Br)=C\c1ccccc1)c1n[nH]c2c1CCC2
→ 15.0	-8.0
CCCCn1ccnc1C(=O)c1cc(S(=O)(=O)N2CCOCC2)ccc1C
→ -1.6	4.3
CCCCCCCC(=O)OCC(=O)[C@@]1(O)CC[C@H]2[C@@H]3CCC4=CC(=O)CC[C@]4(C)[C@H]3[C@@H](O)C[C@@]21C
→ 5.7	0.4
Cc1ccc(Cn2cnc3sc4c(c3c2=O)CCC4)c(C)c1
→ -0.9	-15.6
Cc1ccccc1N1C(=O)C2C3C=CC(C2C1=O)N(C)C3=O (stereo not given)
→ 7.7	3.4
COc1ccc2[nH]c(=O)c(CN(C(=O)C3CCCO3)c3cccc(C)c3)cc2c1 (stereo not given)
→ -1.8	4.5
O=C(c1ccco1)c1cn[nH]c1-c1ccc(Cl)cc1O
→ 6.2	6.9
COc1ccc(-c2cc(-c3cc(OC)ccc3O)[nH]n2)cc1
→ 14.4	3.8
COc1cc(C(C(=O)NC(C)(C)C)N(Cc2ccc3c(c2)OCO3)C(=O)c2cnccn2)cc(OC)c1OC (stereo not given)
→ -0.9	-6.3
CCOC(=O)c1ccc(N2C(=O)c3n[nH]c(C)c3C2c2ccc(OC)cc2)cc1 (stereo not given)
→ -3.6	0.7
CCc1cccc(NC(=O)C2CCN(S(=O)(=O)c3cccs3)CC2)c1
→ -5.5	7.7
COC(=O)c1ccc(CSc2nc3c(cnn3-c3ccc(Cl)cc3)c(=O)[nH]2)o1
→ -1.5	0.7
O=C1C(=O)N(CCN2CCCCC2)c2ccccc21
→ -7.0	7.6

One compound at a time, from the list above. Values in the order: FXIa inh | FXIIa single
`COc1cccc(C2c3c(-c4cc(Cl)c(C)cc4O)n[nH]c3C(=O)N2Cc2cccnc2)c1` (stereo not given) is listed with 6.0 | 7.9
`COC(=O)c1c(NC(=O)Nc2ccc(Cl)cc2)sc(C)c1C` is listed with 9.3 | 6.0
`OCCN(CCO)Cc1ccc(Br)cc1` is listed with 9.5 | 6.7
`O=C(CCN1CCN(c2ccc(Cl)cc2)CC1)Nc1nccs1` is listed with -4.3 | 9.2

Carrying on:
The line under a structure holds: FXIa inh	FXIIa single
CCN(CCCNC(=O)C1CCC(=O)N1Cc1ccccc1Cl)c1cccc(C)c1 (stereo not given)
→ -0.2	8.6
CCN(CC)C(=O)c1ccccc1NS(=O)(=O)c1ccc(C)cc1
→ -6.4	4.0
Cc1nnc(NC(=O)CCCOc2ccccc2)s1
→ -1.8	4.1
Cc1ccc(-c2nn3c(C)nnc3s2)cc1NC(=O)c1cccs1
→ 0.5	5.9
Cc1cccc(C)c1OCCCCc1c(C)n[nH]c1C
→ 1.6	-14.6
Cc1cccc(CC2CC(=O)N(c3ccccc3)C2=O)c1 (stereo not given)
→ -1.1	-0.3
CCc1nc2ccccc2n1CC(O)COc1ccc(NC(C)=O)cc1 (stereo not given)
→ 9.7	3.0
CC(CN1CCOCC1)OC(=O)c1cccc(Br)c1 (stereo not given)
→ 15.7	-13.1
COC(=O)C1=CN(CC2CCCO2)C=C(C(=O)OC)C1c1cc(OC)c(OC)c(OC)c1 (stereo not given)
→ 1.8	-6.0
CCOc1cc(C)nc(NCc2ccccc2)n1
→ 5.8	8.3
Cc1nc2ccc(S(=O)(=O)NC(C(=O)NCc3ccc4c(c3)OCO4)C(C)C)cc2s1 (stereo not given)
→ 4.3	7.8
CN1c2ccccc2N(C)C1c1c(O)ccc2ccccc12
→ 1.2	1.0
COCCn1c(SCC(=O)Nc2ccc(NC(=O)c3ccco3)c(OC)c2)nc2ccccc2c1=O
→ 8.4	-1.8
O=C(COc1ccc(S(=O)(=O)NC2CCCCC2)cc1)NCc1cccnc1
→ -7.5	10.2
COc1ccc(NC(=O)CN(c2cccc(C(F)(F)F)c2)S(C)(=O)=O)cc1OC
→ -0.3	-4.7
COC(=O)c1sccc1NC(=O)c1ccc(Cl)s1
→ 0.6	4.3
O=C(CSc1n[nH]c(=O)n1C1CC1)Nc1cc(Cl)ccc1Oc1ccccc1
→ 3.9	5.7
Cc1c(C(=O)NC2CCCc3ccccc32)oc2ccc(S(=O)(=O)N3CCCC3)cc12 (stereo not given)
→ 17.9	-12.0
Cc1csc(SCc2nnc(-c3ccc(Cl)cc3)o2)n1
→ -10.4	5.5
CCn1c(COc2ccc(C)cc2)nnc1SCC(=O)C(C)(C)C
→ -3.2	6.3

Some of these compounds in order of heavy-atom count, descending:
The line under a structure holds: FXIa inh	FXIIa single
COCCn1c(SCC(=O)Nc2ccc(NC(=O)c3ccco3)c(OC)c2)nc2ccccc2c1=O
→ 8.4	-1.8
COC(=O)C1=CN(CC2CCCO2)C=C(C(=O)OC)C1c1cc(OC)c(OC)c(OC)c1 (stereo not given)
→ 1.8	-6.0
Cc1c(C(=O)NC2CCCc3ccccc32)oc2ccc(S(=O)(=O)N3CCCC3)cc12 (stereo not given)
→ 17.9	-12.0
CCN(CCCNC(=O)C1CCC(=O)N1Cc1ccccc1Cl)c1cccc(C)c1 (stereo not given)
→ -0.2	8.6
COc1ccc(NC(=O)CN(c2cccc(C(F)(F)F)c2)S(C)(=O)=O)cc1OC
→ -0.3	-4.7
O=C(COc1ccc(S(=O)(=O)NC2CCCCC2)cc1)NCc1cccnc1
→ -7.5	10.2
CCc1nc2ccccc2n1CC(O)COc1ccc(NC(C)=O)cc1 (stereo not given)
→ 9.7	3.0
CCN(CC)C(=O)c1ccccc1NS(=O)(=O)c1ccc(C)cc1
→ -6.4	4.0
CN1c2ccccc2N(C)C1c1c(O)ccc2ccccc12
→ 1.2	1.0
Cc1cccc(CC2CC(=O)N(c3ccccc3)C2=O)c1 (stereo not given)
→ -1.1	-0.3
Cc1csc(SCc2nnc(-c3ccc(Cl)cc3)o2)n1
→ -10.4	5.5
Cc1nnc(NC(=O)CCCOc2ccccc2)s1
→ -1.8	4.1
COC(=O)c1sccc1NC(=O)c1ccc(Cl)s1
→ 0.6	4.3

Only part of the results is shown; count on the stated rates, not on these rows.
